Assay outcomes deposited in PubChem by several laboratories.
GSK3 alpha inh = blockers of GSK3A enzyme activity – biochemical, luminescence, cell-free homogeneous, HTS, primary screen. Glycogen synthase kinase-3 alpha (Homo sapiens), P49840. GSK-3 alpha kinase, ADP-Glo luminescence, 60 min. inhibition, % at 10 µM. 0.1% of 320,000 active. AID 2650, 2010;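 in the data active = inhibition above about 50%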;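 also: GST-tagged GSK-3 alpha with peptide substrate and 25 µM ATP; 0% = DMSO neutral wells and 100% = GW8510 positive control wells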
Target sequence (P49840 whole entry, looked up): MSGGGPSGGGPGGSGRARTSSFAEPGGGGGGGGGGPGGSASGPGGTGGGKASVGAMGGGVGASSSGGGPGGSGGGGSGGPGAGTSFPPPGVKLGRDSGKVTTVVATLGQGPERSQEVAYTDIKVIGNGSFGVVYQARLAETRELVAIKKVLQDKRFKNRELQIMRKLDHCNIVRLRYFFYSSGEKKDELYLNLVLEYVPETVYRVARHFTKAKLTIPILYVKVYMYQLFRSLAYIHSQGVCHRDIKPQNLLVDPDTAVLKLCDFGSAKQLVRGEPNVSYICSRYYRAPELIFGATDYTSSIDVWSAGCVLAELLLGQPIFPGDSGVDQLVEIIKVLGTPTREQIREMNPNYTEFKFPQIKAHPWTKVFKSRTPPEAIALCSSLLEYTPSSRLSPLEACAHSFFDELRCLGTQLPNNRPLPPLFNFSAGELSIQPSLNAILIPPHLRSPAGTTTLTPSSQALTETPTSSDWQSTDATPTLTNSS
GSK3beta inhib = human GSK3beta kinase inhibitors, primary screen, biochemical, cell-free homogeneous, HTS | Glycogen synthase kinase-3 beta (Homo sapiens), P49841 | GST-GSK3beta kinase, ADP-Glo luminescence, 60 min; hits give low values | activity score (negative = inhibition), % at 10 µM | 0.038% of 300,000 active;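 active = more than half of replicate wells score below -50%, meaning over 50% inhibition versus plate controls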;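 also: 0% = median DMSO wells and -100% = median GW8510 positive control wells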
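Assay system: GST-fused GSK3beta enzyme, cell-free / Medium: Tris pH 7.5 buffer with MgCl2, DTT, BSA, heparin / Also added: peptide substrate plus 25 µM ATP (final) / Compound: 10 µM single point / Timing: kinase reaction with compound 60 min at room temperature / Detection: ADP-Glo luminescence / Benchmarks: DMSO neutral wells and GW8510 at 20 µM as positive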
HSF-1 act = HSF-1 activators, primary screen, NIH3T3-HGL cells, MG132 stress, luminescence, single point; NIH3T3-HGL HSF-1 luciferase reporter, 8 h; 100% = twice DMSO control signal; activation, % at 9 µM; 1.7% of 300,000 active; AID 504408, 2011;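 active = mean replicate activation of at least 50% with a set share of replicates each reaching 50%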;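 also: 0% = median of the neutral control wells and 100% = twice that signal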
Platelet DG rel = inhibitors of platelet dense granule secretion, primary screen, cell-based, MLPCN, human platelets; AID 1663, 2009; human platelet-rich plasma, SFLLRN dense granule ATP release, luminescence; inhibition, %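 (compounds screened at 7.5 µM in platelet-rich plasma)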; 0.22% of 300,000 active;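 active = mean replicate score, as percent of positive control, at or above 50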
AI-2 QS modul = Vibrio harveyi AI-2 quorum sensing modulators, primary screen, JMH597 strain, luminescence/OD600 ratio. Vibrio harveyi JMH597 AI-2 luminescence/OD600 ratio, 9 h; hits give low values; strain lacks LuxN and CqsS sensors; 0 = neutral-control median. AID 2094, 2009. 0.4% of 300,000 active. activity change, % at 7.5 µM; in the data active = activity change below about -75%, passing the limit was not always enough;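 also: luminescence divided by OD600 gain over 9 h not by final OD600 alone; inactives centre near 13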
HSF1 inhib = HSF1 inhibitors in luciferase reporter cells, primary screen, cell-based, NIH3T3, luminescence. activity change, negative = inhibition, % at 7.5 µM (by protocol). 0.77% of 300,000 active. NIH3T3-HGL HSE-luciferase, MG132-induced, luminescence 8 h; hits give low values;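 active = more than half of replicate wells show activity change below -50%, luminescence cut by over half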;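 also: luciferase reports HSF-1 transcriptional activity via heat shock element; 0% = median of DMSO wells and -100% = zero luminescence signal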
HSP90 refold inh = HSP90 inhibitors, primary screen, cell lysate, luminescence | Rabbit reticulocyte lysate, luciferase refolding luminescence, 3 h | 0.91% of 290,000 active | inhibition, % at 5.6 µM | AID 1789, 2009;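 active = inhibition above the screen-wide mean plus 3 SD, computed separately per campaign, cut at about 16% in these data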;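 also: 0% = DMSO wells and 100% = 60 µM geldanamycin wells; inhibitors lower the luminescence because luciferase stays unfolded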
HDAC3 inhib = HDAC3 deacetylase inhibitors, primary screen, biochemical, fluorescence, cell-free homogeneous. 0.15% of 320,000 active. recombinant HDAC3, fluorogenic peptide/trypsin coupled. Histone deacetylase 3 (Homo sapiens), O15379. inhibition, % at 8.3 µM. AID 2718, 2010; in the data active = inhibition above about 26%, passing the limit was not always enough
Target sequence (O15379 whole entry, looked up): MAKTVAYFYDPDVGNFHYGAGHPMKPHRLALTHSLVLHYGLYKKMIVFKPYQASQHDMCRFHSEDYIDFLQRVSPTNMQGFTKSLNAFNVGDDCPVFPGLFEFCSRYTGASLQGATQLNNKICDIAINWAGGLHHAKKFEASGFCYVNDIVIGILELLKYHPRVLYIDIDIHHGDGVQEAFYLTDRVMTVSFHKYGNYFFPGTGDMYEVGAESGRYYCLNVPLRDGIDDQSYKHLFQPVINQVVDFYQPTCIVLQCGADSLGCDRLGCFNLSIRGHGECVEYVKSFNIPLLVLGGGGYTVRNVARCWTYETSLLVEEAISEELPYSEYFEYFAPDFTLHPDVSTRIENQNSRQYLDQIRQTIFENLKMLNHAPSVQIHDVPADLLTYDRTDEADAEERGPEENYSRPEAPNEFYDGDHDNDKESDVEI
PolyA inh = polyadenylation inhibitors in yeast reporter cells, primary screen, luminescence, S. cerevisiae; AID 1875, 2009; calls only at 12 µM; S. cerevisiae SKY197-pL101 polyadenylation reporter, beta-gal luminescence; efflux-impaired pdr1/pdr3 knockout yeast; score 100 = 6 SD above DMSO; 0.02% of 300,000 active;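 active = lowest replicate activity score at least 50, where 100 means six control SD above control mean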;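 also: yeast exposed to compound for 9 h at 30 °C; higher score means more reporter readthrough which indicates perturbed polyadenylation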
Dyrk1A ADPGlo = rat Dyrk1A kinase inhibitors, primary screen, biochemical, single point, plate reader | Dual specificity tyrosine-phosphorylation-regulated kinase 1A (Rattus norvegicus), Q63470 | 0.43% of 310,000 active | inhibition, % at 12.5 µM | ADP-Glo luminescence, NFATc1 peptide | AID 504441, 2011; in the data active = inhibition above about 50%;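 also: plate controls were vehicle with enzyme for no effect and no enzyme for full effect; many of its hits are not listed in these tables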
An asterisk follows results filed as active; i = inactive; / = not tested or not shown. Not all compounds are listed; the hit share may differ from the screen's.

No.	AI-2 QS modul	HDAC3 inhib	Dyrk1A ADPGlo	GSK3 alpha inh	GSK3beta inhib	HSF-1 act	HSP90 refold inh	PolyA inh	HSF1 inhib	Platelet DG rel	canonical_smiles
1	6	-4	-3	0	4	36	-1	i	18	-1	CCn1cnc2cc(NCc3cccc(OC)c3O)ccc21
2	19	-3	-2	-2	0	0	-2	i	-1	6	COc1ccccc1N(CC(=O)NC1CCCC1)C(=O)c1csnn1
3	6	-6	-2	-2	2	66*	0	i	42	-1	c1ccc(-n2ncc3c(NCc4cccs4)ncnc32)cc1
4	/	7	12	-3	/	/	-2	/	/	/	COc1ccccc1NC(=O)CN1CCN(CC(=O)Nc2ccc3c(c2)OCCO3)CC1
5	18	-2	18	-2	1	-21	/	i	-6	6	Cc1ccc(C)c(S(=O)(=O)N2CCN(C(=O)C3CCN(C(=O)c4ccc(F)cc4)CC3)CC2)c1
6	4	1	-1	-1	-1	7	2	i	2	-3	O=C(N[C@@H](Cc1ccccc1)C(=O)NC1CCCCC1)c1ccco1
7	15	-3	-6	1	-2	0	/	i	-4	-18	CCOc1cc(C(=O)NC2CCCCCCC2)cc(OCC)c1OCC
8	39	-12	-5	-1	-1	5	2	i	-5	9	CNc1ccccc1C(=O)OC(C)C(=O)Nc1ccc(S(=O)(=O)N2CCCC2)cc1 (stereo not given)
9	-1	3	1	-3	2	-85	62*	i	-81*	5	Cc1cc(C(=O)CSc2nnc3ccccn23)c(C)n1-c1ccccc1
10	-32	-3	-2	-1	0	17	5	i	7	2	O=C(CSc1nnnn1Cc1ccccc1)Nc1cccc(F)c1
11	8	-3	/	1	1	-3	2	i	1	-4	Brc1ccccc1Cn1cnc2ccccc21
12	18	0	/	3	-6	20	7	i	6	-18	COc1ccccc1C(=O)Nc1ccc(C(=O)N2CCCCC2)cc1
13	0	-7	5	-1	2	-7	-1	i	-5	22	COC(=O)c1ccc2c(=O)[nH]c(CSc3nc(-c4ccc(F)cc4)cs3)nc2c1
14	27	-4	-8	-1	1	9	3	i	1	-8	CC1CCC2C(=O)N(c3cccc(C(=O)Nc4ccccc4Cl)c3)C(=O)C2C1 (stereo not given)
15	-2	10	0	-1	-3	-2	-2	i	1	-12	CCN(c1ccccc1)S(=O)(=O)c1ccc(C(=O)OC(C)C(=O)NCCC2=CCCCC2)cc1 (stereo not given)

Next part; it opens with the 2 that closed the last part.
No.	AI-2 QS modul	HDAC3 inhib	Dyrk1A ADPGlo	GSK3 alpha inh	GSK3beta inhib	HSF-1 act	HSP90 refold inh	PolyA inh	HSF1 inhib	Platelet DG rel	canonical_smiles
14	27	-4	-8	-1	1	9	3	i	1	-8	CC1CCC2C(=O)N(c3cccc(C(=O)Nc4ccccc4Cl)c3)C(=O)C2C1 (stereo not given)
15	-2	10	0	-1	-3	-2	-2	i	1	-12	CCN(c1ccccc1)S(=O)(=O)c1ccc(C(=O)OC(C)C(=O)NCCC2=CCCCC2)cc1 (stereo not given)
16	29	-5	-1	1	1	-6	3	i	-1	-1	COC(=O)c1c(C)nc(C)c(C(=O)OC)c1-c1ccc(OC)c(OC)c1
17	10	-3	1	-1	-1	11	0	i	0	4	COCCNC(=O)C(c1ccc(F)cc1)N(CCOC)C(=O)CCC(=O)Nc1nccs1 (stereo not given)
18	15	15	2	7	1	7	-1	i	1	-24	CCOC(=O)c1c(C(C)(C)C)oc2ccc(OCC#N)cc12
19	16	2	-5	1	2	-9	-2	i	-4	2	CN1C(=O)[C@H]2[C@@H](C3CC3)N3C(=O)CN(Cc4ccccn4)C(=O)[C@@]3(Cc3ccccc3)[C@H]2C1=O
20	32	7	3	-1	1	7	6	i	5	3	N#CSC(c1ccccc1)c1nc2ccccc2[nH]c1=O (stereo not given)
21	12	-2	-12	0	-1	11	4	i	5	-11	COc1ccccc1CNC(=O)CSc1ccc(C(=O)Nc2ccccc2OC)cc1[N+](=O)[O-]
22	19	37*	0	/	3	6	1	i	13	2	C=CCc1c(O)nc(SCC(=O)c2ccccc2)[nH]c1=O
23	19	8	20	-3	0	-3	1	i	-5	-5	COc1ccc(/C=N/n2cc(-c3ccc(OC)cc3)nc2N)cc1
24	23	0	4	-5	4	-3	0	i	-2	15	O=C(Nc1nccs1)c1cnccn1
25	6	15	-4	-5	-2	-10	4	i	-9	5	CCN(CC)CCN(C)Cc1ccc(Br)cc1
26	7	0	0	3	-1	30	0	i	8	1	Cc1snc(SCC(=O)N/N=C(\N)COc2cccc(C(F)(F)F)c2)c1C#N
27	-9	0	-9	0	0	-9	0	i	-2	3	Cc1ccc(Nc2nc(/N=C/NO)n[nH]2)cc1C
28	17	-5	4	-2	-1	-7	-3	i	-2	-2	Cc1ccc2c(c1)N(CC(=O)NCc1cccs1)C(=O)C(C)O2 (stereo not given)
29	/	1	/	-1	/	4	/	i	1	14	CCOC(=O)c1c(NC(=O)COC(=O)c2cnccn2)sc(C(=O)NC)c1C
30	6	-2	-9	-3	1	-13	-4	i	-6	9	COCc1cc(C)nc(OCC(=O)N/N=C/c2ccccc2)c1C#N
31	13	5	6	-1	-1	5	2	i	-3	0	N/C(=N\c1nc2c(c(=O)[nH]1)CCCC2)Nc1ccccc1
32	37	-3	4	-1	1	-5	0	i	-10	3	COc1ccc(CCN(C)C(=O)C23CC4CC(CC(Cl)(C4)C2)C3)cc1OC
33	8	2	13	-3	1	-3	0	i	3	3	COc1ccc(C(=O)CSc2[nH]c(=O)cc(C(F)(F)F)c2C#N)cc1
34	8	1	-1	0	1	0	2	i	-1	2	C#Cc1cccc(-n2nnc(C(C)=O)c2C)c1
35	8	-7	-8	1	-2	-3	-2	i	-1	-5	O=C(COc1ccc(Cl)cc1)Nc1ccccc1Cl
36	16	1	5	-9	2	15	0	i	1	-1	O=C(Cn1[nH]c(=O)c2ccccc2c1=O)N1CC=C(c2ccccc2)CC1
37	12	8	-9	-1	-3	20	0	i	4	-1	COc1ccc(/C=C(/NC(=O)c2ccco2)C(=O)Nc2ccc(C(=O)O)cc2)cc1
38	18	-22	-4	-2	-22	-2	4	i	2	-3	O=C(O)C1CCN(C(=O)COc2ccc3c4c(c(=O)oc3c2)CCC4)CC1
39	18	0	-14	-1	2	-2	-2	i	-1	-3	COc1ccc(OCC(=O)Nc2ncc3c(n2)CC(C)(C)CC3=O)cc1
40	7	-2	0	-2	0	-2	0	i	-2	5	O=C(Nc1ccc(CN2CCCCC2)cc1)c1cc(Br)ccc1Cl
41	-1	-3	13	/	4	-11	3	i	-1	3	Oc1ccccc1CN1CCCC(N2CCc3ccccc3C2)C1 (stereo not given)
42	21	0	-7	-2	0	-15	3	i	0	-3	CC(C)C(NC(=O)C12CC3CC(CC(C3)C1)C2)C(=O)O (stereo not given)
43	2	11	2	1	-2	90*	-2	i	50	-1	COC(=O)c1ccccc1NC(=S)N(Cc1ccc2c(c1)OCO2)Cc1cc2ccc(OC)cc2[nH]c1=O
44	27	/	26	21	-52*	60*	3	i	25	-5	N#Cc1ccccc1CSc1nnc(-c2ccncc2)o1
45	17	-3	-2	3	0	78*	2	i	38	-2	CC(C)c1ccc(NC(=O)c2cccc(Br)c2)cc1
46	12	-3	-3	0	-3	27	-1	i	7	-41	CCC1C(=O)Nc2nc(-c3ccccc3)c(-c3ccccc3)n2N=C1C (stereo not given)
47	29	3	9	-2	3	16	2	i	12	6	Cc1ccc(S(=O)(=O)Oc2ccc(/C=N/NC(=O)c3ccncc3)cc2)cc1
48	24	-2	-1	-2	2	15	-4	i	-5	6	O=C(CSc1nnc(-c2cccs2)n1-c1ccccc1)NCC1CCCO1 (stereo not given)
49	20	5	-1	1	-4	7	0	i	5	-2	O=C(Cn1c(NCCO)nc2ccccc21)NCCc1ccc(F)cc1
50	13	7	3	-1	3	20	-1	/	3	-1	O=C(N/C(=C\c1cccc([N+](=O)[O-])c1)C(=O)N(CCO)CCO)c1ccco1
51	-7	3	7	-2	2	4	6	i	2	-1	Cc1ccccc1-c1ccc(CN2CCN(C)C(CCO)C2)cc1 (stereo not given)
52	11	6	4	0	-2	8	-2	i	6	-2	O=C(NCCO)c1ccc(-c2nnc(N3CCOCC3)c3ccccc23)cc1
53	27	0	5	-3	-3	3	4	i	9	7	COc1cc(NC(=S)NC(=O)c2ccco2)ccc1NC(=O)C(C)C
54	26	-7	-3	-1	0	-42	1	i	-24	-1	CCOc1ccccc1NC(=S)/C(=C(\[O-])c1ccc2c(c1)OCCO2)[n+]1ccc(CC)cc1
55	26	-2	4	-1	1	3	-2	i	4	8	CCc1ccccc1NC(=O)c1ccc2c(O)c(S(=O)(=O)c3ccc(OC)cc3)c(=O)[nH]c2c1
56	22	1	1	0	-1	28	/	i	15	-1	O=C(NCCc1c[nH]c2ccccc12)OCCCCOC(=O)NCCc1c[nH]c2ccccc12
57	34	3	1	3	1	19	4	i	1	4	COc1ccc(-n2nnc3c(=O)n(Cc4cc(C)ccc4C)cnc32)cc1
58	11	1	/	-1	3	-12	6	i	-1	-11	COC(=O)C(NC(C)=O)(Nc1ccc(C)cn1)C(F)(F)F (stereo not given)
